Screening data from PubChem.
MEKK2wt PB1 HTS – modulators of MEK5 binding to wildtype MEKK2, primary screen, biochemical, multiplex bead flow cytometry, Alexa488-MEK5; binding response (% of control), % at 10 µM; 290,000 compounds, 1.1% hits; Mitogen-activated protein kinase kinase kinase 2 (Homo sapiens), Q9Y2U5; Alexa488-MEK5 binding to MEKK2 WT; actives lie on both sides; in the data active = binding response below about 67% or above about 130%
PHOSPHO1 block – PubChem AID 1565; inhibition, % at 13.3 µM; recombinant PHOSPHO1, absorbance phosphatase assay; 290,000 compounds, 1.1% hits; Phosphoethanolamine/phosphocholine phosphatase (Homo sapiens), Q8TCT1; in the data active = inhibition above about 60%
Target sequence (Q8TCT1 whole entry, looked up): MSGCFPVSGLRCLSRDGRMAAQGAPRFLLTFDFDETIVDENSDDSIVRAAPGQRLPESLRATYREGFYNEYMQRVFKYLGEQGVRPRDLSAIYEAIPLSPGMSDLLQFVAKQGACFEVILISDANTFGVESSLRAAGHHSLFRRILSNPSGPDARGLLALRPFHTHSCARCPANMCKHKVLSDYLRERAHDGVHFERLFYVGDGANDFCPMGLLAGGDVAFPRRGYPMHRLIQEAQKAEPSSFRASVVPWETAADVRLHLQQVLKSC
MEKK2 mut-MEK5 – MEK5 binding signal on mutant MEKK2 PB1, primary screen, biochemical, multiplex bead flow cytometry, Alexa488-MEK5. Alexa488-MEK5 binding to MEKK2 mutant. percent response, % at 10 µM. 290,000 compounds, 0.35% hits; in the data active = percent response above about 24%, passing the limit was not always enough; note: inactives centre near 1; some results filed as inactive read as strong as hits; reference of the scale not given here
NALP1 inh – NALP1 inflammasome inhibitors in reconstituted yeast, colorimetric, S. cerevisiae, triplicate retest | 280,000 compounds, 0.61% hits | S. cerevisiae NALP1/ASC/caspase-1 growth, X-gal OD620, 72 h | inhibition, % at 10 µM; in the data active = inhibition mostly above about 24%, no sharp cut-off; inactive = mostly below about 32%; note: some compounds called inactive have numbers as strong as hits
GPR7 antag – GPR7 receptor antagonists, primary screen, cell-based, fluorescence, single concentration; GPR7-expressing cells, fluorescence antagonist assay; 290,000 compounds, 1.1% hits; AID 1861, 2009; Neuropeptides B/W receptor type 1 (Homo sapiens), P48145; inhibition, % at 4.4 µM; in the data active = inhibition above about 16%, passing the limit was not always enough;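 note: cells stimulated with the agonist NPW; 0% = agonist with vehicle and 100% = vehicle without agonist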
Target sequence (P48145 whole entry, looked up): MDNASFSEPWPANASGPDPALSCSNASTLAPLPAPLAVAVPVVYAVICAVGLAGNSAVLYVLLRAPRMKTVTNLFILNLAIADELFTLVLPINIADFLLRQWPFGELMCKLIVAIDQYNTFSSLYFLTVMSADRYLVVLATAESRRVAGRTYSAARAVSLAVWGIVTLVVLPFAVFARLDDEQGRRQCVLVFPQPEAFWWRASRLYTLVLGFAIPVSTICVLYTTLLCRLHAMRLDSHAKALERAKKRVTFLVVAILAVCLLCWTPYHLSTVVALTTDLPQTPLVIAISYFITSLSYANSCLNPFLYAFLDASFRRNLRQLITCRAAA
V1aR counter – agonists of human V1a receptor, primary screen, counter-screen for OXTR agonist project, fluorescence, CHO-V1R cells. Vasopressin V1a receptor (Homo sapiens), P37288. Fluo-8 calcium fluorescence, agonist mode; 0% DMSO, 100% 3 nM vasopressin. activation, % at 3 µM. 320,000 compounds, 0.25% hits. AID 2797, 2010;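 active = activation above the mean activation of all tested compounds plus 3 SD, per screening run, cut at about 20% in these data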;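 note: signal is peak over basal fluorescence ratio across a 100 second FLIPR read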
GalR3 antagonist – GalR3 antagonists in HEK293 cells, primary screen, cell-based, fluorescence readout; Galanin receptor type 3 (Homo sapiens), O60755; HEK293 GalR3-CNG cAMP membrane potential fluorescence; galR3 body fused to GalR1 C-terminus; inhibition, % at 3 µM; 360,000 compounds, 0.44% hits; AID 651719, 2012;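 active = inhibition above the screen-wide average plus 3 SD, cut at about 13% in these data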;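 note: forskolin and galanin both at EC90 stimulate the cells; cAMP rise reported by CNG channel membrane potential dye signal; 0% = forskolin plus galanin with DMSO and 100% = forskolin alone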
OXTR ag – human OXTR agonists, primary screen, fluorescence, CHO-OTR cells, Fluo-8 calcium. Oxytocin receptor (Homo sapiens), P30559. Fluo-8 calcium fluorescence; normalized: DMSO 0%, oxytocin 100%. activation, % at 3 µM. 320,000 compounds, 0.32% hits. AID 2435, 2010;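 active = activation above the mean of all tested compounds plus 3 SD, cutoff set per screening run, cut at about 20% in these data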;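 note: peak over basal fluorescence ratio from a 100 s FLIPR kinetic read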
Target sequence (P30559 whole entry, looked up): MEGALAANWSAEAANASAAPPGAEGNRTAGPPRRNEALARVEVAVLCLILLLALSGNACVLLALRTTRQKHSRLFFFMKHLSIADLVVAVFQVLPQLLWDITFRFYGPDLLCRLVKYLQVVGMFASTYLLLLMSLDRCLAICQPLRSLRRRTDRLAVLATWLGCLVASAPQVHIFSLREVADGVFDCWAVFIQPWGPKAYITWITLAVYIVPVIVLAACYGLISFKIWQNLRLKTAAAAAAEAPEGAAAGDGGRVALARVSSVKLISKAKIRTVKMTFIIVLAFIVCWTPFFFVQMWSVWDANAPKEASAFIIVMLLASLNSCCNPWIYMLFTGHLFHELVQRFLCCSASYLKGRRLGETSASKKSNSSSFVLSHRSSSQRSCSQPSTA
MEKK3 PB1 HTS – modulators of MEKK3-MEK5 PB1 binding, primary screen, biochemical, wildtype MEKK3, multiplex bead flow cytometry, Alexa488-MEK5; Mitogen-activated protein kinase kinase kinase 3 (Homo sapiens), Q99759; 290,000 compounds, 1.4% hits; binding response (% of control), % at 10 µM; bead-based flow cytometry, Alexa488-MEK5 binding to MEKK3; actives lie on both sides; 0 = blocked by unlabeled MEK5, 100 = vehicle;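 active = binding response more than 3 SD above or below the average of its plate-row segment, actives on both sides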;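 note: Alexa488 bead fluorescence after subtracting the streptavidin-only scavenger bead signal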
Active calls of the source: *; x = no result given.

Structure	MEKK2wt PB1 HTS	PHOSPHO1 block	MEKK2 mut-MEK5	NALP1 inh	GPR7 antag	V1aR counter	GalR3 antagonist	OXTR ag	MEKK3 PB1 HTS
COc1cc2ccccc2cc1C(=O)NC(=S)Nc1cccc(C(=O)O)c1	93	-162	-1	2	-9	2.4	2	0.7	103
CCn1ccc(C(=O)Nc2ccsc2C(=O)OC)n1	99	43	-4	28	-10	0.4	-2	-1.1	100
CC(C)C(NC(=O)Nc1ccccc1)C(=O)Nc1cccc(S(=O)(=O)N(C)C)c1 (configuration not stated)	99	16	-2	19	0	0.6	-9	-0.7	101
COc1ccc(NC(=O)C2CC(c3ccccc3Cl)=NO2)cc1 (configuration not stated)	106	34	8	2	-3	1.4	-2	0.3	106
CNC(=O)c1c(NC(=O)C2=COCCO2)sc2c1CCC(C)C2 (configuration not stated)	101	23	-2	0	-6	-1.3	-4	-0.7	99
CCc1nnc(NC(=O)c2cccc(S(=O)(=O)N(C)c3ccccc3)c2)s1	x	10	x	11	-9	0.4	-2	-2.1	x
CCOc1cc(C=O)ccc1OCC(N)=O	92	43	-5	-6	-1	1.0	0	1.0	86
Cn1c(C(C#N)C(=O)c2ccco2)nc2ccccc21 (configuration not stated)	104	7	6	-7	-1	-1.0	-4	-0.9	100
NS(=O)(=O)c1cccc(NS(=O)(=O)c2cccc(C(F)(F)F)c2)c1	97	41	0	x	-2	0.6	5	0.2	99
O=C(CSC(=S)N1CCOCC1)Nc1nccs1	85	42	-23	x	-4	0.6	-5	0.0	89
COC(=O)c1ccc(Cl)cc1N(Cc1c(F)cccc1Cl)S(C)(=O)=O	100	25	-4	8	-9	-0.6	-5	-3.7	96
CCOC(=O)c1c(CN2CCN(C)CC2)oc2ccc(OC)cc12	99	2	-3	-2	-5	1.2	-4	1.6	101
O=C(CSc1ccccc1)Nc1ccc2c(c1)OCO2	88	17	-10	13	-3	-0.1	-6	0.3	94
CCN1C(=O)C(NC(C)=O)c2cc(OC)ccc21 (configuration not stated)	103	-26	3	6	-4	0.8	2	0.5	103
Cc1ccccc1OCC(=O)NC1CCCCCCC1	98	23	-2	-1	-1	0.4	-11	-2.1	102
CC1(C)CC(NC(=O)c2ccc(-c3ccc([N+](=O)[O-])cc3)o2)CC(C)(C)N1	104	32	7	16	-8	-0.6	0	1.0	94
COc1cc(NC(=O)CSc2ccc(-c3ccco3)nn2)cc(OC)c1	107	51	6	5	-15	0.3	-2	-0.8	100
CCc1nnc(NC(=O)CSC(=S)N2CCOCC2)s1	112	38	6	8	-11	0.8	-1	0.1	106
COc1cccc(NCc2cc3c(C(C)(C)C)nn(-c4ccccc4)c3[nH]c2=O)c1	98	15	-1	28	-16	-0.4	-5	-2.0	101
Cc1cc(C)nc(N2CCC(C(=O)NCc3cccc(C(F)(F)F)c3)CC2)n1	103	-31	3	2	-5	-0.2	-1	-0.6	99
COc1ccc(OC)c2sc(N3CCc4ccccc4C3)nc12	103	20	-2	3	-16	-0.8	3	-3.0	100
Cc1cccc(OCC(=O)NCCN2CCOCC2)c1	114	-12	4	7	1	-0.9	-4	-0.3	105
Cc1ccc(C(=O)NC(=S)NNC(=O)COc2ccc([N+](=O)[O-])cc2)cc1	109	-6	6	-7	3	-1.2	-9	-1.5	105
Cc1ccc(C)[n+](CC(=O)c2ccc(-c3ccccc3)cc2)c1	105	32	0	14	0	0.0	-5	0.2	101
COc1ccc(NC(=O)CCC(=O)c2ccc(-c3ccccc3)cc2)cc1	104	-30	-1	-6	3	-0.6	-2	-0.7	106
CCOC(=O)c1ccccc1Oc1c(F)c(F)nc(NCCO)c1F	103	17	4	19	-4	0.9	-3	0.2	99
COCc1nc2ccccc2n1Cc1ccccc1	96	12	1	23	-3	1.4	-4	-0.7	97
CN(C)CCCN(C(=O)c1ccco1)c1nc2ccc(F)cc2s1	104	30	2	13	-3	0.2	-6	2.4	102
Cn1c(SCC(=O)c2ccccc2)nnc1-c1cccnc1	98	18	1	-19	-8	-0.4	-2	-0.1	101
Cn1nc(-c2ccccc2)c(/C=N/O)c1Cl	93	34	-5	8	-12	0.4	-4	0.0	98
O=C(c1cccc(F)c1)N1CCN(Cc2cccc(Br)c2)CC1	107	3	8	19	-4	0.1	-5	-1.5	104
CC1CCCCN1S(=O)(=O)c1ccccc1[N+](=O)[O-] (configuration not stated)	104	-2	3	38	-3	0.0	0	0.4	107
CC1CC(C)CN(S(=O)(=O)N2CCCC(C(=O)NCCc3ccc(Cl)cc3)C2)C1 (configuration not stated)	102	2	4	9	-7	1.2	-10	-0.8	109
COC(=O)c1ccc(NC(=O)CN2CCN(c3ccccc3C)CC2)cc1	100	7	-3	-7	-6	0.8	-1	-0.9	82
Cc1ccc(OCCn2cnc3ccccc3c2=O)c([N+](=O)[O-])c1	96	-14	-2	38	4	1.3	8	1.4	97
N=C1C(c2nc(-c3ccc(Cl)cc3)cs2)=C(O)CN1CCCN1CCOCC1	119	-75	9	5	-3	-0.7	-7	2.1	96
CC1=C(C(=O)Nc2ccccc2F)C(c2cccs2)NC(=S)N1 (configuration not stated)	100	57	-1	13	8	0.7	-2	0.8	106
CCn1c(=O)c(CCC(=O)NCCN2CCOCC2)c(C)c2c(C)nn(-c3ccccc3)c21	101	32	-1	22	0	-0.7	-10	-1.6	98
CN(C)CCn1cnc2c1c(=O)n(C)c(=O)n2C	101	29	-2	3	-9	1.1	-3	-0.1	100
CC(=O)c1ccccc1C(=O)N1CCCC(C(=O)c2ccc(C(F)(F)F)cc2)C1 (configuration not stated)	94	28	0	-9	-17	8.9	2	4.6	98
CCOc1ccc(S(=O)(=O)Nc2ccccn2)c2ccccc12	104	8	4	-2	2	0.7	0	1.0	104
O=C(O)C1C2CCC(C2)C1C(=O)NCc1ccco1 (configuration not stated)	102	27	8	-9	-15	-0.1	4	1.2	103
COc1ccc(NC(=O)C(F)(OC)C(F)(F)F)c(OC)c1 (configuration not stated)	113	10	8	23	-15	0.2	-3	0.5	107
Cc1ccccc1C1CCCN(C(=O)c2cc(COc3c(F)cccc3F)on2)C1 (configuration not stated)	102	16	-7	-20	-11	0.8	-3	0.7	104
CCn1nc(C)cc1C(=O)N1CCCC(Nc2ccc(C(C)C)cc2)C1 (configuration not stated)	94	x	-3	-10	-8	x	2	x	94
CCOc1ncccc1C(=O)Nc1ccc(S(=O)(=O)N2CCCC2)cc1	81	17	-11	9	-19	-0.5	-4	-1.2	94
CCOCCCNC(=O)CN1C(=O)CSc2ccccc21	94	-1	-4	21	1	0.5	4	1.2	102
O=C(Nc1cccc(Cl)c1)c1cccnn1	101	28	7	-2	-13	0.5	-8	1.5	105
O=C(NC1CCN(C(=S)Nc2ccc(Cl)cc2)CC1)C1CCCCC1	94	17	-10	13	5	1.8	-10	0.6	98
COc1ccccc1N(CC(=O)NCCSCc1ccc(C)cc1)S(=O)(=O)c1ccccc1	98	28	-7	22	16	7.2	-5	2.6	103

Grouped by structure: those above with a COOH group (two)
Structure	MEKK2wt PB1 HTS	PHOSPHO1 block	MEKK2 mut-MEK5	NALP1 inh	GPR7 antag	V1aR counter	GalR3 antagonist	OXTR ag	MEKK3 PB1 HTS
COc1cc2ccccc2cc1C(=O)NC(=S)Nc1cccc(C(=O)O)c1	93	-162	-1	2	-9	2.4	2	0.7	103
O=C(O)C1C2CCC(C2)C1C(=O)NCc1ccco1 (configuration not stated)	102	27	8	-9	-15	-0.1	4	1.2	103

(more compounds)
Structure	MEKK2wt PB1 HTS	PHOSPHO1 block	MEKK2 mut-MEK5	NALP1 inh	GPR7 antag	V1aR counter	GalR3 antagonist	OXTR ag	MEKK3 PB1 HTS
O=C(Nc1cccnc1Cl)C1c2ccccc2Oc2ccccc21	89	-113	-3	-15	2	-0.4	-2	-1.5	89
Cc1cc(C)cc(NC(=O)c2ccc(CNc3c(N4CCCC4)c(=O)c3=O)cc2)c1	90	23	-20	x	-8	2.4	-6	-0.8	90
COc1cc(OC)cc(C(=O)OCC(=O)Nc2ccc(F)cc2F)c1	102	13	-1	-7	-7	1.2	-6	-0.5	107
CCOC(=O)C1CCN(C(=O)C2CCN(c3nn4c(=O)cc(C)nc4s3)CC2)CC1	102	21	0	3	3	-0.3	-5	-0.6	99
CCNC(=S)Nc1ccc(S(=O)(=O)Nc2cc(C)nc(C)n2)cc1	105	17	2	12	-6	0.1	2	0.8	107
Cc1ccc2[nH]c(=O)c(CN(CC3CCCO3)C(=O)c3cccs3)cc2c1 (configuration not stated)	98	24	3	9	-6	-0.3	3	-0.6	104
CC(c1ccccc1)N1C(=O)C2C3C=CC(C4CC34)C2C1=O (configuration not stated)	97	10	-10	4	-9	-0.7	-5	-1.7	100
COc1ccc(-c2cc(C)no2)cc1S(=O)(=O)N1CCOc2ccc(C)cc21	105	33	5	18	-8	1.0	-2	-0.3	103
NC(=NCCc1ccccc1)NS(=O)(=O)c1ccccc1	107	18	3	11	-2	-0.1	-5	-0.1	107
COc1cccc(N2CCN(CC(=O)Nc3nnc(-c4ccccc4)s3)CC2)c1	100	26	1	20	-12	0.9	-7	2.6	99
COc1cccc(-c2n[nH]c(=S)n2Cc2ccco2)c1	103	35	-1	x	-10	-0.7	-4	-1.0	108
COc1ccc([N+](=O)[O-])cc1NS(=O)(=O)c1cc(C(=O)O)ccc1OC	85	11	-3	1	-10	-0.1	-3	0.4	95
COc1ccc(OCC(=O)N/N=C(/C)Cc2ccccc2)cc1	98	6	-1	7	-4	1.2	-1	-0.8	99
Cc1ccc(S(=O)(=O)N2CN(Cc3ccco3)c3nc4ccccc4nc32)cc1C	105	40	8	11	-18	0.0	-6	-1.6	103
Cc1ccc2nc(NC(=O)CSCC(=O)OCC(=O)c3ccc(Br)cc3)sc2c1	x	7	x	-6	-3	-1.1	-2	1.0	x
O=C(NCc1ccco1)c1nnc(Cc2ccc(F)cc2)o1	97	5	6	-6	-10	0.2	1	-0.2	98
COc1cc(OC)cc(N(C(=O)c2snc(C(N)=O)c2N)C(C(=O)NCC2CCCO2)c2ccc(C)o2)c1 (configuration not stated)	102	3	5	5	5	-1.4	-7	-0.9	99
COC(=O)c1ccc(CC(=O)c2ccc(O)cc2O)o1	98	64*	0	-4	5	0.0	x	-0.8	92
Cc1nn(CCOc2cccc(Cl)c2)c(C)c1[N+](=O)[O-]	103	14	11	15	15	0.1	-3	-0.6	104

Two successive records from above:
Structure	MEKK2wt PB1 HTS	PHOSPHO1 block	MEKK2 mut-MEK5	NALP1 inh	GPR7 antag	V1aR counter	GalR3 antagonist	OXTR ag	MEKK3 PB1 HTS
COc1cccc(-c2n[nH]c(=S)n2Cc2ccco2)c1	103	35	-1	x	-10	-0.7	-4	-1.0	108
COc1ccc([N+](=O)[O-])cc1NS(=O)(=O)c1cc(C(=O)O)ccc1OC	85	11	-3	1	-10	-0.1	-3	0.4	95
